Assay outcomes deposited in PubChem BioAssay by several laboratories.
NR5A2 inv ag = LRH-1 (NR5A2) inverse agonists, primary screen, cell-based, luminescence, HEK293T, StAR-luciferase reporter; 360,000 tested, 0.13% active; LRH-1 transfected, 24 h; inhibition, % at 3.6 µM;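 active means inhibition above the mean inhibition of all tested compounds plus 3 SD, cut at about 73% in these data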;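 further: 0% = DMSO wells and 100% = reporter-only cells lacking LRH-1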
SRC1 inh = SRC1 coactivator transcriptional activity inhibitors, primary screen, cell-based, luminescence | 360,000 tested, 0.12% active | HEK293 GAL4-SRC1 luciferase reporter | inhibition, % at 3.6 µM | Nuclear receptor coactivator 1 (Homo sapiens), Q15788;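 active means inhibition above the campaign mean plus 3 SD, with each screening campaign given its own cutoff, cut at about 60% in these data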;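 further: 0% = DMSO treated cells and 100% = gossypol at 36 µM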
MC4R antagonist = MC4R antagonists of cAMP signaling, primary screen, cell-based, TR-FRET, antagonist arm of biased-ligand search; 360,000 tested, 0.48% active; Melanocortin receptor 4 (Homo sapiens), P32245; inhibition, % at 6.5 µM; MC4R-expressing cells, MTII-stimulated cAMP, LANCE TR-FRET;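 active means inhibition above its plate's cutoff, the mean of tested wells on that plate plus 3 SD, cut at about 29% in these data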;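 further: 0% = Melanotan II alone and 100% = Melanotan II plus saturating MCL0020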
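Assay system: U2OS-MC4R stable cell line; Also added: Melanotan II; Technique: Eu-cAMP/anti-cAMP TR-FRET, emission 671 nm; Times: 30-min compound, 1-h challenge, 1-h detection, room temperature.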
NCOA2 inhibitor = inhibition of GAL4-SRC2 driven luciferase reporter, primary screen, SRC2 inhibitor project, cell-based, luminescence; HEK293 GAL4-SRC2 luciferase reporter; inhibition, % at 9 µM; 370,000 tested, 0.17% active;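 active means inhibition above the mean inhibition of all tested compounds plus 3 SD, set per campaign, cut at about 52% in these data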;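 further: 0% = DMSO treated cells and 100% = cells given Gossypol at 36 µM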
Target sequence (Q15596 whole entry, looked up, the tested form may be a part): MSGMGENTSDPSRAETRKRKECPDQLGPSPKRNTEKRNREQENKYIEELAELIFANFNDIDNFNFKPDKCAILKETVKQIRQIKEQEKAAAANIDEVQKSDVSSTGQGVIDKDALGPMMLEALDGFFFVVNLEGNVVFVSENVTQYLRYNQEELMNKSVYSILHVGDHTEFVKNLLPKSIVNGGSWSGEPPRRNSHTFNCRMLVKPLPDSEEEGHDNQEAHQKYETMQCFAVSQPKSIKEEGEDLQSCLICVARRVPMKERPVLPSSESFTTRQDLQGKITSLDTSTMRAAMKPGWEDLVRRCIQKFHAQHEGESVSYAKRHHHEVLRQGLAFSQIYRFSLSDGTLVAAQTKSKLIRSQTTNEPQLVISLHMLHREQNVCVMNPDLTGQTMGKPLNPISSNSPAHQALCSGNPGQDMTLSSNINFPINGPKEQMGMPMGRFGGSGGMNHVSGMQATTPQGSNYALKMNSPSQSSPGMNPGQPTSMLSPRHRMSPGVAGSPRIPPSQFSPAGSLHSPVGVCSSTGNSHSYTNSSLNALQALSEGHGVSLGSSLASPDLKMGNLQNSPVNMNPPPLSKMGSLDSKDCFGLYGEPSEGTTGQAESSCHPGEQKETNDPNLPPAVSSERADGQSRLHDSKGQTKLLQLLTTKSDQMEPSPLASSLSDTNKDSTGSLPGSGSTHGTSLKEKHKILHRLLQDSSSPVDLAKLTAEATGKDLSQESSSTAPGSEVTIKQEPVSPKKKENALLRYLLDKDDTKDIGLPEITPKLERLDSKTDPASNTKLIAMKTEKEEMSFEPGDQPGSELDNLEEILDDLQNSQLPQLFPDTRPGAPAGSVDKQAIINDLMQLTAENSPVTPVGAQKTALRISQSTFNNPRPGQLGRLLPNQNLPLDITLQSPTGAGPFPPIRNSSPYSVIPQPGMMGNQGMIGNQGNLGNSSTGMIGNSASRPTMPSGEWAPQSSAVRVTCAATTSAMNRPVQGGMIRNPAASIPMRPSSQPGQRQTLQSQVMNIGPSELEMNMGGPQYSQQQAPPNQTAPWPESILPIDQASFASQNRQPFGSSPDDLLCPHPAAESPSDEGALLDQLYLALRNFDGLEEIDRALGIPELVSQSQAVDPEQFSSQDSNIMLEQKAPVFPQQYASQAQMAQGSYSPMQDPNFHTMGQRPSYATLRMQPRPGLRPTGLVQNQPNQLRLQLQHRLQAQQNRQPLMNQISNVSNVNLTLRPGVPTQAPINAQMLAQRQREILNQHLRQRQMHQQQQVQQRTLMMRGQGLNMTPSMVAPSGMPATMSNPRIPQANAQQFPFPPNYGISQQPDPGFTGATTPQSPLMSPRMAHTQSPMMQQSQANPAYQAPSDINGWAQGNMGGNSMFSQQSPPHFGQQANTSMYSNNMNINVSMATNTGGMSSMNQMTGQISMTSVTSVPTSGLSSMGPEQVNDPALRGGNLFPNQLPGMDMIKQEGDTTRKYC
MC4R ag barr = MC4R agonists recruiting beta-arrestin, primary screen, cell-based, luminescence, agonist arm of biased-ligand search; Melanocortin receptor 4 (Homo sapiens), P32245; U2OS MC4R beta-arrestin complementation; percent of melanotan II response, DMSO zero; activation, % at 8.9 µM; 360,000 tested, 0.98% active; AID 540308, 2011;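 active means activation above a per-plate cutoff, the mean activation of sample wells on that plate plus 3 SD, cut at about 8% in these data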
ABHD5-PLIN5 inh = ABHD5-PLIN5 interaction inhibitors, primary screen, cell lysate, split luciferase complementation, luminescence | Perilipin-5 (Homo sapiens) + 1-acylglycerol-3-phosphate O-acyltransferase ABHD5 (Homo … | Split G. princeps luciferase complementation, 4 h | inhibition, % at 4 µM | 360,000 tested, 0.78% active | AID 602281, 2012;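 active means inhibition above the mean inhibition across every tested compound plus 3 SD, cut at about 22% in these data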;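 further: 0% = DMSO only wells and the 100% control is not disclosed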
COUP-TFII inh = NR2F2 transcriptional activity inhibitors, primary screen, cell-based, luciferase reporter, HEK293T, luminescence; COUP transcription factor 2 (Homo sapiens), P24468; HEK293T NGFI-A luciferase reporter; inhibition, % at 8.6 µM; 370,000 tested, 0.7% active; AID 686940, 2013;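 active means inhibition above a per-plate cutoff, mean inhibition of test wells between control levels plus 3 SD, cut at about 38% in these data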;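 further: cells cotransfected with COUP-TFII expression vector driving the NGFI-A reporter; 0% = median of COUP-TF2 test wells and 100% = reporter-only cells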
TLR9-MyD88 block = inhibitors of TLR9-MyD88 association in cells, primary screen, cell-based, CHO, BLA complementation, fluorescence; 340,000 tested, 0.21% active; inhibition, % at 4.98 µM; CCF4 FRET ratio; Toll-like receptor 9 (Homo sapiens) + Myeloid differentiation primary response protein …; AID 504734, 2011;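 active means inhibition above the mean over all tested compounds plus 3 SD, cut at about 21% in these data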;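 further: 0% = DMSO only wells and 100% = clavulanate BLA inhibitor control wells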
NOD2-RIPK2 inh = NOD2-RIPK2 binding disruptors in cells, primary screen, fluorescence, CHO cells, BLA complementation | Receptor-interacting serine/threonine-protein kinase 2 (Homo sapiens), O43353 | CCF4 ratio | inhibition, % at 4.98 µM | 360,000 tested, 0.38% active; in the data active means inhibition above about 21%;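 further: 0% = vehicle only and 100% = reference blocker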
NCOA3 inh = SRC3 coactivator transcriptional activity inhibitors, primary screen, cell-based, luminescence. HEK293 GAL4-SRC3 luciferase reporter. Nuclear receptor coactivator 3 (Homo sapiens), Q9Y6Q9. 360,000 tested, 0.17% active. AID 588352, 2011. inhibition, % at 3.6 µM;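 active means inhibition above a per-campaign cutoff, the mean of all compounds plus 3 SD, cut at about 60% in these data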;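 further: 0% = DMSO-treated cells and 100% = gossypol-treated cells at 36 µM; higher means less SRC3-driven luciferase light from the GAL4 reporter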
LMP1 NFkB inh = EBV LMP1-driven NF-kappaB luciferase reporter inhibitors, primary screen, cell-based, luminescence, single point; inhibition, % at 12.5 µM; 350,000 tested, 0.69% active; AID 504558, 2011; LMP1-induced NF-kappaB luciferase reporter cells; in the data active means inhibition above about 41%;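 further: 0% = neutral control wells and 100% = reference inhibitor control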
The depositor's hits bear a star; . = no result given. Only part of the results is shown (hit frequency here may not be typical).

#	Structure	NR5A2 inv ag	SRC1 inh	MC4R antagonist	NCOA2 inhibitor	MC4R ag barr	ABHD5-PLIN5 inh
1	CN(C)S(=O)(=O)c1cccc(NC(=O)CSc2nncn2-c2ccccc2)c1	14	-3	5	-7	-1.8	5
2	CCCCCC1CCC(c2ccc(/C(N)=N/O)cc2)CC1 (stereo not given)	-22	-9	-1	7	0.4	-9
3	CN(C)C(CNC(=O)CCNS(=O)(=O)c1ccccc1C(F)(F)F)c1ccccc1 (stereo not given)	-15	-3	7	3	-2.3	8
4	O=C(N/N=C/c1cccn1-c1cccc(C(=O)O)c1)Nc1ccccc1	-41	-34	1	6	-2.0	7
5	COc1ccc(OC)c(S(=O)(=O)Nc2ccc3c(c2)n(C)c(=O)n3C)c1	7	8	5	-6	-0.6	-5
6	COc1ccc2cc(CN(Cc3ccco3)C(c3nnnn3C3CCCCC3)C(C)C)c(=O)[nH]c2c1 (stereo not given)	-17	-2	-3	-11	1.6	22*
7	CSCCC(NC(=O)c1ccccc1)C(=O)NCCCSc1ccccc1 (stereo not given)	-11	-17	19	-10	-0.2	-13
8	COc1ccc(S(=O)(=O)N(CCc2ccccc2)CC(=O)O)cc1C	-17	6	-1	.	-1.9	1
9	O=C(O)C1c2ccccc2Cc2ccccc21	-21	-2	-4	-20	-0.8	-8
10	Cc1ncoc1C(=O)N1CCCC(C(=O)c2ccc(-c3ccccc3)cc2)C1 (stereo not given)	-20	8	10	5	-3.4	1
11	C=CCNc1ncnc2c1cnn2-c1cccc(C)c1	-104	-90	-1	-57	-1.6	-7
12	CC(=O)Nc1cc[n+](CC(=O)c2ccc(Cl)cc2)cc1	7	2	-1	2	1.5	4
13	C=C(C)c1cccc(C(C)(C)NC(=O)Nc2ccc(C(N)=O)cc2)c1	3	9	4	-9	-2.3	-2
14	CC(=O)c1ccccc1NC(=O)c1ccc(N2CCCC2=O)cc1	-73	-29	12	-33	-1.0	9
15	Cc1cccc(N2CC(C)Cn3c2nc2c3c(=O)[nH]c(=O)n2C)c1 (stereo not given)	-25	-4	15	30	-0.9	-1

#	COUP-TFII inh	TLR9-MyD88 block	NOD2-RIPK2 inh	NCOA3 inh	LMP1 NFkB inh
1	4	4	9	-23	3
2	24	-10	-6	10	-24
3	5	-1	-6	-7	-13
4	-12	-12	2	-10	3
5	-18	6	-9	-9	-16
6	-7	1	-10	-3	4
7	1	-11	-3	8	-5
8	.	-9	2	14	-7
9	3	1	3	2	1
10	14	0	-7	-4	-1
11	-39	11	-2	-73	-3
12	-8	.	-6	13	-2
13	-7	6	-1	5	2
14	-21	-5	-8	-39	-11
15	16	-4	1	-17	-1

#	Structure	NR5A2 inv ag	SRC1 inh	MC4R antagonist	NCOA2 inhibitor	MC4R ag barr	ABHD5-PLIN5 inh
16	CCc1ccc(/C=N/n2c(C)cc(C)c(C#N)c2=O)cc1	22	-16	23	-26	3.0	6
17	C=CCNC(=S)NNC(=O)c1ccco1	15	-28	8	7	-2.0	-4
18	Cc1ccc(NC(=O)c2cc(C)n(-c3cccc(C)c3)c2C)cc1	30	22	-7	13	-0.2	-11
19	Cn1nc(CC(=O)Nc2cccc3ncccc23)c2ccccc2c1=O	28	14	12	15	-1.4	1
20	O=[N+]([O-])c1ccc(S(=O)(=O)N2CCSC2c2ccco2)cc1 (stereo not given)	-7	11	14	8	1.8	8
21	CCCOc1ccc(CSc2nnc(CCC)n2N)cc1	2	3	0	-25	-1.6	3
22	CCc1ccccc1NC(=O)CN(C)C(=O)CSc1nn(-c2ccc(F)cc2)c(=S)s1	-5	3	2	13	-0.7	-3
23	C[C@H](CO)N1C[C@H](C)[C@@H](CN(C)C(=O)Nc2ccccc2)Oc2ccc(NC(=O)C3CC3)cc2C1=O	16	-2	9	-9	-1.3	-3
24	O=C(NC1CCCC1)N[C@@H]1C=C[C@@H](CC(=O)N2CCOCC2)O[C@@H]1CO	15	.	.	8	.	6
25	O=C(O)CSc1nnc(SCc2cccc3ccccc23)s1	-16	-8	4	2	-1.5	2
26	O=C(Nc1ccc(S(=O)(=O)NCc2ccco2)cc1)c1ccncc1	12	-31	-10	9	0.1	-6
27	O=C(CN1C(=O)CSc2ccc(S(=O)(=O)N3CCOCC3)cc21)NCCCN1CCc2ccccc2C1	2	1	-7	1	-0.5	0
28	N#Cc1ccc(CSc2nc(N)cc(=O)[nH]2)cc1	-6	-8	6	10	1.7	-6
29	C=CCN1C2CCCC1CC(NC(=O)Nc1cccc(C(C)=O)c1)C2 (stereo not given)	-15	2	6	-1	2.4	-5
30	Cc1ccc(NC(=O)CN2CCc3ccccc3C2)cc1	-17	-7	9	-17	-2.0	-1

#	COUP-TFII inh	TLR9-MyD88 block	NOD2-RIPK2 inh	NCOA3 inh	LMP1 NFkB inh
16	-13	-7	2	9	-4
17	-10	-12	-1	18	-5
18	38*	-1	-3	14	-62
19	29	7	9	9	4
20	-4	-3	-18	15	-5
21	-1	9	1	-9	-5
22	-14	13	-2	-11	-33
23	3	1	-7	9	1
24	6	.	-9	.	.
25	-1	4	-5	14	-20
26	11	2	-10	12	5
27	3	10	0	-38	-5
28	-15	1	-8	-1	17
29	-2	5	-1	11	-6
30	3	3	-5	-12	-8

In the list so far, four contain a COOH group:
#	Structure	NR5A2 inv ag	SRC1 inh	MC4R antagonist	NCOA2 inhibitor	MC4R ag barr	ABHD5-PLIN5 inh
4	O=C(N/N=C/c1cccn1-c1cccc(C(=O)O)c1)Nc1ccccc1	-41	-34	1	6	-2.0	7
8	COc1ccc(S(=O)(=O)N(CCc2ccccc2)CC(=O)O)cc1C	-17	6	-1	.	-1.9	1
9	O=C(O)C1c2ccccc2Cc2ccccc21	-21	-2	-4	-20	-0.8	-8
25	O=C(O)CSc1nnc(SCc2cccc3ccccc23)s1	-16	-8	4	2	-1.5	2

#	COUP-TFII inh	TLR9-MyD88 block	NOD2-RIPK2 inh	NCOA3 inh	LMP1 NFkB inh
4	-12	-12	2	-10	3
8	.	-9	2	14	-7
9	3	1	3	2	1
25	-1	4	-5	14	-20

An excerpt from above in order of the COUP-TFII inh value, falling:
cpd | SMILES | COUP-TFII inh
24 | O=C(NC1CCCC1)N[C@@H]1C=C[C@@H](CC(=O)N2CCOCC2)O[C@@H]1CO | 6
21 | CCCOc1ccc(CSc2nnc(CCC)n2N)cc1 | -1
12 | CC(=O)Nc1cc[n+](CC(=O)c2ccc(Cl)cc2)cc1 | -8

(continued)
#	Structure	NR5A2 inv ag	SRC1 inh	MC4R antagonist	NCOA2 inhibitor	MC4R ag barr	ABHD5-PLIN5 inh
31	CN1C(=O)CC(N2CCN(CCN=CC3=C(O)CC(C)(C)CC3=O)CC2)C1=O (stereo not given)	4	-27	6	3	0.2	9
32	CC(C)=C1SC(N2CCN(c3cccc(C)c3)CC2)=NC1=O	-25	-5	-4	12	0.6	-13
33	Cc1ccc(O)c(NC(=O)c2noc(C(C)C)c2[N+](=O)[O-])c1	-20	-17	19	-20	-1.4	3
34	COc1ccc(-c2cc(-c3n[nH]c(=S)n3-c3ccccc3OC)[nH]n2)cc1	3	-10	12	2	0.5	-1
35	CCOC(=O)C1CCCCN1Cc1ccc(F)c(Br)c1 (stereo not given)	12	-12	8	-26	1.4	-2
36	Cc1ccc(NC(=O)c2ccc(NC(=O)C3CCCCC3C(=O)O)cc2)cc1 (stereo not given)	-85	-58	15	34	3.4	-1
37	Oc1ccccc1-c1nc(NCc2cccnc2)c2ccccc2n1	3	-16	-2	15	-3.2	11
38	CCOc1ccc(N2CC(=O)N(c3ccc(OCC)cc3)CC2=O)cc1	1	-7	2	-12	-1.4	-1
39	CCOc1ccc(CN(C)C(=O)c2ccc(NS(=O)(=O)c3ccc4[nH]c(=O)[nH]c4c3)cc2)cc1	-6	-6	5	-18	1.8	-5
40	COc1ccc(N2CCN(C(=O)c3ccc(-n4nc(C)cc4C)cc3)CC2)cc1	-5	1	5	-2	-2.2	3

#	COUP-TFII inh	TLR9-MyD88 block	NOD2-RIPK2 inh	NCOA3 inh	LMP1 NFkB inh
31	4	-19	-9	5	-3
32	-22	0	6	3	8
33	-24	-7	1	-26	-10
34	6	2	8	2	-5
35	-2	2	4	1	3
36	20	0	-8	-13	-4
37	-3	-3	3	7	-5
38	14	-3	1	-6	2
39	-3	-4	1	-10	-2
40	-8	9	-3	-18	4
